# Compound activity as filed in PubChem BioAssay.
# STK33 inh = inhibitors of human STK33 kinase; purified STK33, MBP phosphorylation, ADP-Glo luminescence; inhibition, % at 10 µM; 320,000 compounds, 0.073% hits; Q9BYT3;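 active = inhibition at or above 25%, using the most active replicate where run in duplicate; inactive = inhibition below 25%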
# OX1R antag-1 = OX1R (human) antagonism. O43613. OX1R-expressing cells, FRET antagonist read-out. inhibition, % at 6.6 µM. 330,000 compounds, 1.8% hits. AID 485270; in the data active = inhibition mostly above about 38%, no sharp cut-off; inactive = mostly below about 40%;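 note: 0% = agonist challenge alone and 100% = reference antagonist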
# Target sequence (O43613 whole entry, looked up): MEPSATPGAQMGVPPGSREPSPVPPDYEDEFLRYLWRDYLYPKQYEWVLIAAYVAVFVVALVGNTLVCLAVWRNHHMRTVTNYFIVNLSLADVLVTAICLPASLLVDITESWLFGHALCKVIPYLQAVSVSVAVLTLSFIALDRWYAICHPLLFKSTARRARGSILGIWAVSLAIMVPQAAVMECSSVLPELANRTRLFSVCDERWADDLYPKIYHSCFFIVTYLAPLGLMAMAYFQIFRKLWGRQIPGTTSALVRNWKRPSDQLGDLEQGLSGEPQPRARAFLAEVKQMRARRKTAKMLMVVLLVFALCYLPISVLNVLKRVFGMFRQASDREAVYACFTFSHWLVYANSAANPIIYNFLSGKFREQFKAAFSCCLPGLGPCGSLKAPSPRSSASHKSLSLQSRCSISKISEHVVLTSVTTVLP
# OX1R antag-2 = antagonists of human orexin 1 receptor. AID 434989. inhibition, % at 5 µM. CHO/OX1R cells, Fluo-8 calcium fluorescence, orexin A. 330,000 compounds, 0.43% hits. O43613;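 active = inhibition above its plate's threshold, mean inhibition of all tested compounds on the plate plus 3 SD, cut at about 37% in these data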;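 note: 0% = orexin A challenge wells and 100% = SB-334867-A antagonist wells; not every result past the cut was called active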
# * = called active by the depositor; · = no result given. A portion of the library; the hit share may differ from the screen's.
Structure,STK33 inh,OX1R antag-1,OX1R antag-2
O=C(Nc1cccc(C(F)(F)F)c1)OC1CN2CCC1CC2 (stereo not drawn),1.4,7,-7
CCOc1ccc([N+](=O)[O-])cc1CNCCc1ccccc1,-0.3,38,-27
COc1ccccc1N1C(=O)NC(=O)/C(=C\c2cnn(-c3ccccc3)c2)C1=O,0.9,19,-23
Cc1cc(NC(=O)C(Cl)(Cl)Cl)no1,0.9,2,2
CCOC(=O)C(=CNc1ccc(C(O)(C(=O)OCC)C(F)(F)F)cc1C)C(=O)OCC (stereo not drawn),-1.1,16,-9
CCNCC(O)c1cccc(O)c1 (stereo not drawn),-1.4,13,-9
COC1=CC(=O)O[C@@H](/C=C/c2ccccc2)C1,0.0,20,1
CCc1c(C)nc(N)nc1N1N=C1SCCOc1ccccc1,-0.3,21,-12
CCOP(=O)(OCC)C(O)c1ccccc1 (stereo not drawn),-0.6,0,0
CC1(C)CN=C(NCc2ccccc2)S1,-1.6,13,-22
CCN1C[C@]2(C)CC[C@H](O)[C@]34C1[C@H](C[C@H]23)[C@@]1(O)C[C@H](OC)[C@H]2C[C@@H]4[C@@H]1C2O (stereo partly drawn),13,6,2
CCOc1ccc(CC2C(=O)NC(=O)N(c3ccc(CC)cc3)C2=O)cc1 (stereo not drawn),0.7,2,-14
CC(C)(C)C(=O)OCC12CCC(O1)C1(C)C(=O)OCC21 (stereo not drawn),-0.6,1,-9
Cn1c(O)c(C=NCCN2CCN(C(=O)Nc3ccccc3)CC2)c(=O)n(C)c1=O,-0.5,4,-7
Cc1ccc(C(O)(c2ccc(C)c(C)c2)C2CN3CCC2CC3)cc1C (stereo not drawn),-0.1,0,-4
Nc1ccncc1,-0.2,34,5
COc1ccc(CN2C(=O)CC(=O)NC2=O)cc1,-0.5,17,-6
COc1ccc(Br)cc1CN1CCN(CCO)CC1,-1.0,-9,-4
COc1cc(/C=C/c2nc3ccccc3c(=O)n2-c2ccc(O)cc2)ccc1O,0.6,-1,5
COc1ccc(CNCCc2ccc3c(c2)OCO3)cc1Br,-0.9,7,-6
O=[N+]([O-])c1ccc(N2CCCCCC2)c2nonc12,7.4,103*,102*
CCOC(=O)C(O)(c1ccc(NC(=S)NC(=O)c2ccc(Cl)cc2Cl)c(C)c1)C(F)(F)F (stereo not drawn),-1.8,11,47*
C=CCN1CC[C@]23c4c5ccc(O)c4OC2[C@H](O)CC[C@@]3(O)[C@H]1C5 (stereo partly drawn),·,4,0
C=C1[C@H]2C[C@H]3[C@H]4N5C[C@]6(C)CCC[C@]47[C@H]([C@H]2O)[C@]3(C[C@]5(O)[C@H]67)[C@@H]1O,0.5,3,-7
CN1CN(c2cccc([N+](=O)[O-])c2)CN=C1N[N+](=O)[O-],0.5,61,14
CN1CCN(C(=O)COc2ccc(S(=O)(=O)NC3CCCCC3)cc2Cl)CC1,-2.4,35,-36
COCCOC(=O)c1c(N)n(Cc2ccccc2)c2nc3ccccc3nc12,-0.1,17,-14
COc1ccc(CC(=O)N(CCN(C)C)CC2CCCN(Cc3ccccc3F)C2)cc1 (stereo not drawn),-0.6,6,-26
CCN(CC)C(=O)N[C@H]1C[C@@H]2c3cccc4[nH]cc(c34)C[C@H]2N(C)C1,-1.5,17,3
Cc1cc(C)n(-c2ccc(NN=C(C#N)C#N)cc2)n1,3.0,60,14
CNC(=S)N/N=C1\C2CN3CCN(C2)CC1(c1ccccc1)C3,0.1,2,-3
COP(=O)(NC(=O)C(Cl)(Cl)Cl)OC,-1.6,4,-9
CC1CN=C(NC(C)c2ccccc2)S1 (stereo not drawn),-0.3,9,-13
CN(C)CCSCc1nnc2n1-c1ccc(Cl)cc1C(c1ccccc1Cl)=NC2,-0.5,12,-28
Cc1cc([P+](=O)O)c(C)n1-c1ccc(Br)cc1,-1.4,28,-20
CC1CC(NC(=O)C2C3CCC(O3)C2C(=O)O)CC(C)(C)C1 (stereo not drawn),1.0,13,3
CC(Cc1ccccc1)N1Cc2ccccc2C1 (stereo not drawn),-0.7,1,-7
Cc1nc2ccc(N3CCN(C)CC3)cc2nc1C,-2.1,36,2
Fc1ccccc1CCNCc1cccc(Cl)c1Cl,-1.3,15,-12
O=c1c2ccccc2nc(N2CCCC2)n1-c1ccc(Cl)cc1,-1.6,23,-25
CCN1CCN(C(=O)COc2ccc(S(=O)(=O)NC(C)C)cc2)CC1,0.2,13,-12
O=c1[nH]c(=O)n(-c2cccc3ccccc23)c(O)c1/C=N/N1CCCCC1,3.5,10,-21
CCOc1ccc(N2C(=O)NC(=O)/C(=C\c3cc(OC)c(OC)cc3[N+](=O)[O-])C2=O)cc1,-0.7,32,1
O=C1NC(=O)C(CCc2ccncc2)(CCc2ccncc2)C(=O)N1C1CCCCC1,1.0,6,-39
CN1CCC(C)(O)C2CCCCC21 (stereo not drawn),-0.8,11,7
O=C1Nc2ccccc2/C1=C/c1nc2ccccc2c(=O)n1-c1ccc(O)cc1,-0.2,29,-8
COc1ccc2c(CN3CC=C(c4ccccc4)CC3)cc(=O)oc2c1,4.3,27,-14
CC(C)OP(=O)(OC(C)C)C(O)c1ccccc1F (stereo not drawn),-0.5,5,-2
O=C(Nc1ccc(F)cc1)OC1CN2CCC1CC2 (stereo not drawn),0.1,5,2
O=C(Nc1cccc(Br)c1)c1c(O)c2c(n(Cc3ccccc3)c1=O)CCCC2,-2.2,12,2

# Remaining list, next part.
Structure,STK33 inh,OX1R antag-1,OX1R antag-2
COC(=O)C1=C(c2ccc(OC(F)(F)F)cc2)C[C@@H]2CC[C@H]1N2C(=O)NCCc1ccccc1,-0.4,-2,-8
COC(=O)C1=C(c2ccc(F)cc2OCc2ccccc2)C[C@@H]2CC[C@H]1N2C(=O)NC1CCN(Cc2ccccc2)CC1,-0.6,-4,-22
NCC1(c2ccc3c(c2)OCCO3)CCCC1,1.0,21,-8
CCOC(=O)c1c(N)n(Cc2ccccc2)c2nc3ccccc3nc12,-0.3,33,-13
Cc1ccc(-c2cc(-c3ccc(C)cc3)[n+](-c3ccccc3)c(-c3ccc(C)cc3)c2)cc1,1.9,39,91*
CCOC(=O)C1SC2(C(F)F)CC1(O)c1c(c(OC)c3occc3c1OC)O2 (stereo not drawn),-0.7,7,-35
OC(c1ccccc1)(c1ccccc1)C1CN2CCC1CC2 (stereo not drawn),-2.0,17,-3

# An excerpt taken from the entries so far:
Structure,STK33 inh,OX1R antag-1,OX1R antag-2
CN(C)CCSCc1nnc2n1-c1ccc(Cl)cc1C(c1ccccc1Cl)=NC2,-0.5,12,-28
Cc1cc([P+](=O)O)c(C)n1-c1ccc(Br)cc1,-1.4,28,-20
CC1CC(NC(=O)C2C3CCC(O3)C2C(=O)O)CC(C)(C)C1 (stereo not drawn),1.0,13,3
CC(Cc1ccccc1)N1Cc2ccccc2C1 (stereo not drawn),-0.7,1,-7
Cc1nc2ccc(N3CCN(C)CC3)cc2nc1C,-2.1,36,2
Fc1ccccc1CCNCc1cccc(Cl)c1Cl,-1.3,15,-12
O=c1c2ccccc2nc(N2CCCC2)n1-c1ccc(Cl)cc1,-1.6,23,-25
CCN1CCN(C(=O)COc2ccc(S(=O)(=O)NC(C)C)cc2)CC1,0.2,13,-12
O=c1[nH]c(=O)n(-c2cccc3ccccc23)c(O)c1/C=N/N1CCCCC1,3.5,10,-21
CCOc1ccc(N2C(=O)NC(=O)/C(=C\c3cc(OC)c(OC)cc3[N+](=O)[O-])C2=O)cc1,-0.7,32,1
O=C1NC(=O)C(CCc2ccncc2)(CCc2ccncc2)C(=O)N1C1CCCCC1,1.0,6,-39
CN1CCC(C)(O)C2CCCCC21 (stereo not drawn),-0.8,11,7
O=C1Nc2ccccc2/C1=C/c1nc2ccccc2c(=O)n1-c1ccc(O)cc1,-0.2,29,-8
COc1ccc2c(CN3CC=C(c4ccccc4)CC3)cc(=O)oc2c1,4.3,27,-14
CC(C)OP(=O)(OC(C)C)C(O)c1ccccc1F (stereo not drawn),-0.5,5,-2
O=C(Nc1ccc(F)cc1)OC1CN2CCC1CC2 (stereo not drawn),0.1,5,2
O=C(Nc1cccc(Br)c1)c1c(O)c2c(n(Cc3ccccc3)c1=O)CCCC2,-2.2,12,2
COC(=O)C1=C(c2ccc(OC(F)(F)F)cc2)C[C@@H]2CC[C@H]1N2C(=O)NCCc1ccccc1,-0.4,-2,-8
COC(=O)C1=C(c2ccc(F)cc2OCc2ccccc2)C[C@@H]2CC[C@H]1N2C(=O)NC1CCN(Cc2ccccc2)CC1,-0.6,-4,-22
NCC1(c2ccc3c(c2)OCCO3)CCCC1,1.0,21,-8
CCOC(=O)c1c(N)n(Cc2ccccc2)c2nc3ccccc3nc12,-0.3,33,-13
Cc1ccc(-c2cc(-c3ccc(C)cc3)[n+](-c3ccccc3)c(-c3ccc(C)cc3)c2)cc1,1.9,39,91*
CCOC(=O)C1SC2(C(F)F)CC1(O)c1c(c(OC)c3occc3c1OC)O2 (stereo not drawn),-0.7,7,-35
